Screening results as filed in PubChem.
12-LOX inh: blocks human arachidonate 12S-lipoxygenase; P18054; 580,000 tested, 1.1% active; purified 12hLO, xylenol orange hydroperoxide absorbance; Potency, µM (doses to about 108 µM), for the others: at the highest dose activity change, negative = inhibition, actives largely listed as inhibitors; active = well fitted inhibition curve with a large enough effect; inconclusive = small, poorly fitted or top-dose-only effect, or another doubt; inactive = no such curve, though single readings can be large or run the other way
Target sequence (P18054 whole entry, looked up): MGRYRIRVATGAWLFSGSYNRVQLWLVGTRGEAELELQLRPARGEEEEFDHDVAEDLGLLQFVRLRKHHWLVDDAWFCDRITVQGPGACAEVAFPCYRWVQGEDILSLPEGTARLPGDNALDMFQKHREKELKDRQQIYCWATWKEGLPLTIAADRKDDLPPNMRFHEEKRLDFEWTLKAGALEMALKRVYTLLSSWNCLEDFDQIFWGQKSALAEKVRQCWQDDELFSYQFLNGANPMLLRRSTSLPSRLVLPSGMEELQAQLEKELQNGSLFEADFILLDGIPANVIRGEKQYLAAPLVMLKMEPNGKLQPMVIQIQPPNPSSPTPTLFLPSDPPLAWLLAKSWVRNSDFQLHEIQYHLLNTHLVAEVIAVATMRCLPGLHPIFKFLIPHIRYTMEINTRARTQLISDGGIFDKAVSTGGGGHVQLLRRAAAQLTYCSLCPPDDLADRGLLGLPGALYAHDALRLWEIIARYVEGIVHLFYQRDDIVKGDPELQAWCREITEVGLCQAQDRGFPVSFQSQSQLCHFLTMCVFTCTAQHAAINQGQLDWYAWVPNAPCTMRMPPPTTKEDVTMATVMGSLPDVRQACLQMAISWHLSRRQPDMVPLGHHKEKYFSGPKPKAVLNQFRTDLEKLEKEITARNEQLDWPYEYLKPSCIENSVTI
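Purified human 12hLO at 150 nM in 25 mM Hepes, 0.01% Triton X-100, pH 7.0, preincubated 15 min at room temperature with compound. Reaction started with 40 uM arachidonic acid, 30 min at room temperature. Hydroperoxide measured by Fe-xylenol orange, 573/405 nm absorbance ratio.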
* marks the source's active call; other numbers are inactive results; ? = inconclusive; [ ] = dose if it differs, or a comment. % is set by controls: 0 for no effect and ±100 for the full control effect; potency is the fitted concentration of half-maximal effect. Only part of the results is shown; count on the stated rates, not on these rows.

SMILES	12-LOX inh
C=CCNC(=O)c1cnn2c1CN([S+](=O)([O-])c1cccc(OC)c1)CC2	12.7%[6.33 µM]
CCC(CC)NC(=O)C1CCc2ncc(-c3ccsc3)n2C1 (stereo not drawn)	31.0%[activator]
CNC(=O)C1CN(S(=O)(=O)c2cccs2)CC12CCCCC2 (stereo not drawn)	24.1%
COc1cc(NC(=O)Cn2cccc2-c2nc(-c3ccc(OC)c(F)c3)no2)cc(OC)c1	?
COC(=O)CN1C(=O)CSc2ccc(S(=O)(=O)Nc3cccc(Cl)c3)cc21	-29.5%
COC(=O)CNC(=O)NCC(=O)N1CCCCCNC(=O)CC1c1ccccc1 (stereo not drawn)	38.0%[activator]
CCOC(=O)C1(C/C=C/c2ccccc2)CCCNC1 (stereo not drawn)	-5.6%
C=CCNC(=S)Nc1cccc(Cl)c1	-29.8%
CC1CCCC(C)N1C(=O)CN1C(=O)NC2(CCCCCC2)C1=O (stereo not drawn)	3.3%
C=CCNC(=O)NC(=O)CN1CCN(c2oc(-c3ccco3)nc2C#N)CC1	-2.0%
COc1ccc([C@@H]2[C@@H](C(=O)N3CCOCC3)CC(=O)N2C(=O)C2CC2)cc1	11.9%
COc1ccc(N2CCN(C(=O)Cn3c(N4CCc5ccccc5C4)nc(C)cc3=O)CC2)cc1	?
CCOC(=O)[C@]12CCC=C1N(Cc1ccco1)C(=O)[C@H](CC(=O)N1CCN(C(=O)c3ccco3)CC1)C2	?
Cn1c(SCC(=O)NCc2ccccc2CN2CCOCC2)nnc1-c1ccc(C(C)(C)C)cc1	22.1%
CCCn1cc(-c2ccncc2)cc1C(=O)NCc1cccc(F)c1	82.6%[activator]
COc1ccc(CNC(=O)c2cccc3c(-c4cccc(C(N)=O)c4)coc23)cc1OC	-7.2%
CSc1cccc(NC(=O)C2CCN(c3cnc4nc(C)c(C)nc4c3)CC2)c1	34.2%[activator]
C=CCNC(=O)CCc1nnc(-c2cccc(OC(C)C)c2)[nH]c1=O	23.0%
OC(COCCOCCOCCOCc1ccccc1)C(O)COCCOCCOCCOCc1ccccc1 (stereo not drawn)	-2.6%
CCCCCCN1CCCC12Cc1ccccc1CNC2=O (stereo not drawn)	4.3%[12.5 µM]
COc1ccc(C(C(=O)NC2CCCCC2)n2c(=O)c(-c3cc4ccccc4[nH]3)nc3ccccc32)cc1 (stereo not drawn)	?
COCC(=O)Nc1ccc(-n2ccnc2-c2ccc(O)c(OC)c2)cc1C	38.5%[activator]
COc1ccc(C(=O)NCC(=O)N2CCCCCNC(=O)CC2c2ccccc2)c(OC)n1 (stereo not drawn)	22.7%
COc1cc(NC(=O)O[C@@H]2CC[C@]3(C)C(CC[C@@H](O)[C@H]3CC(=O)N3CCCC3)[C@]2(C)CO)cc(OC)c1OC (stereo partly drawn)	3.7%
Cc1nn(C)cc1S(=O)(=O)N1CCN(Cc2cccc(Br)c2)CC1	12.3%

For reference, part of the list above.
SMILES	12-LOX inh
C=CCNC(=O)c1cnn2c1CN([S+](=O)([O-])c1cccc(OC)c1)CC2	12.7%[6.33 µM]
CCC(CC)NC(=O)C1CCc2ncc(-c3ccsc3)n2C1 (stereo not drawn)	31.0%[activator]
CNC(=O)C1CN(S(=O)(=O)c2cccs2)CC12CCCCC2 (stereo not drawn)	24.1%

Of the compounds above, five contain a halogen.
SMILES	12-LOX inh
COc1cc(NC(=O)Cn2cccc2-c2nc(-c3ccc(OC)c(F)c3)no2)cc(OC)c1	?
COC(=O)CN1C(=O)CSc2ccc(S(=O)(=O)Nc3cccc(Cl)c3)cc21	-29.5%
C=CCNC(=S)Nc1cccc(Cl)c1	-29.8%
CCCn1cc(-c2ccncc2)cc1C(=O)NCc1cccc(F)c1	82.6%[activator]
Cc1nn(C)cc1S(=O)(=O)N1CCN(Cc2cccc(Br)c2)CC1	12.3%

Later entries:
SMILES	12-LOX inh
CCOC(=O)c1[nH]c2ccccc2c1NC(=O)CCN1CCCCC1	1.6%
COc1cccc(CN2CCNc3cc(Nc4ccccc4)ncc3C2)c1	-1.2%[176 µM]
Cc1c(C(=O)N2CCOC(C)C2)cnn1-c1cccc(Cl)c1 (stereo not drawn)	22.3%
c1cn(CCc2noc(C3CCCO3)n2)c(-c2nc3c(s2)CCCC3)n1 (stereo not drawn)	-6.4%
CC(=O)Nc1ccc(CN2CCC[C@H]2c2nc(-c3ccc(N4CCC(C(N)=O)CC4)nc3)no2)cc1	-11.4%
Cc1oc2cc(OCC(=O)Nc3ccccc3F)ccc2c(=O)c1Oc1ccccc1	5.8%
Cn1cnc2c1c(=O)n(CCCSc1nnc(-c3ccccc3F)o1)c(=O)n2C	44.2%[activator]
CCCn1ccnc1CN1CCCC12CCN(c1ccc(C(F)(F)F)cn1)CC2	66.8%[activator]
CCCCc1ccc(Nc2nnc(SCC(=O)NCC)s2)cc1	-7.5%
O=C(NC[C@H]1O[C@@H](CO)[C@@H](O)[C@H]1N1CCN(c2ccccc2)CC1)c1cccs1	-18.2%[176 µM]
C=CCN(C)C(=O)[C@@H](C)C1CC[C@@]2(C)Cc3sc(-c4cccnc4)nc3[C@@H](C)[C@@H]2[C@H]1O (stereo partly drawn)	?
CNC(=O)CCn1ncc2cc(OC3CCc4cccc(-c5cccc(F)c5)c43)ccc21 (stereo not drawn)	?
COc1ccc2c(c1)CN1C(=O)N(Cc3ccccc3)S(=O)(=O)CC21 (stereo not drawn)	1.6%
Cc1ccc(CN2C(=O)COCc3cc(-c4cccc(CO)c4)ccc32)cc1	?
CCN(C(=O)c1cc2c(=O)n(CC)c3ccccc3c2s1)c1cccc(C)c1	?
O=C1N(C2CCCCC2)C[C@H]2CN(Cc3ncc[nH]3)CCN12	34.6%[activator][176 µM]
COCCOC1CCN(S(=O)(=O)Cc2ccccc2)CC1	11.7%
O=c1cc(CSc2nnnn2-c2ccccc2)[nH]n1-c1ccccc1	-76.1%
O=C(Nc1cc(F)cc(F)c1)N1CC(c2noc(-c3ccncc3)n2)C1	41.9%[activator]
C#CCNC(=O)C1=NOC2CN(C(=O)c3ccn(C)n3)CC12 (stereo not drawn)	6.2%[6.33 µM]
O=C(NC1CCN(c2cc(-c3ccc(F)cc3)[nH]n2)C1)c1cc(F)ccc1Cl (stereo not drawn)	55.5%[activator]
N[C@H](C(=O)N1CCC2(CC1)Nc1ccccc1NC2=O)c1ccccc1	52.7%
CC(C)NC(=O)C1(C)CCN1Cc1cccc(C#N)c1 (stereo not drawn)	1.7%
COCc1noc(CC2CCOC3(CCN(C(=O)c4cccc5[nH]ccc45)CC3)C2)n1 (stereo not drawn)	8.8%
CC(C)c1ncncc1C(=O)O	?

New compounds follow.
SMILES	12-LOX inh
O=C1N[C@@H]2CCN(C(=O)c3ccc(-c4ccccc4)cc3)[C@@H]2C(=O)N1c1ccc(F)cc1	4.4%[176 µM]
CCCNC(=O)N1CCC(OCCOc2cccnc2)CC1	24.6%
CCc1cc(CC)n(-c2nc3c(c(=O)n(Cc4ccc(F)cc4)c(=O)n3C)n2C)n1	?
CCC(C)(C)C(=O)NCc1ccc(OC)cc1	-29.4%
O=C(NC1CC1)[C@@H]1C[C@H](Oc2ccccc2)CN1C(=O)C1CCCC1	-2.7%
COc1cc(CNC(=O)CCC2CCN(C(=O)c3ccccc3F)CC2)cc(OC)c1	6.9%
Cc1cc(C)c(CNC(=O)c2cc(-c3cnn(C)c3C)cc3c2OCCN3C)c(=O)[nH]1	8.2%[176 µM]
Cc1ccc(C)c(-c2csc(N)c2C#N)c1	?
CCOC(=O)[C@]12CCC=C1N(CCC1=CCCCC1)C(=O)[C@H](CC(=O)NCCCCc1ccccc1)C2	?
COc1ccc(CN2C(=O)CO[C@H]3CN(C(=O)COc4ccccc4)C[C@H]32)cc1	5.2%[176 µM]
NC(=O)[C@H](CC1CCCCC1)NC(=O)[C@@H]1CN(C(=O)Nc2ccccc2)CCN1C(=O)C1CCNCC1	?
O=C(c1c(F)cccc1Cl)N1C[C@@H](CO)[C@H](c2ccccn2)C1	27.1%
COc1ccc(-c2ccccc2)cc1NC(=O)[C@@H]1O[C@H](CO)[C@@H](O)[C@H]1O	11.8%
Cc1cccc2c(C(=O)NCc3cccs3)cc(-c3cccnc3)nc12	-0.2%
Nc1ccc(C(=O)N/N=C/c2cccs2)cc1	-2.0%
CC(C)Oc1ccc(-c2cc(C(=O)NCc3ccncc3)c3ccccc3n2)cc1	2.4%
O=C(Nc1ccc(Cl)c(-c2nc3cc(Cl)ccc3o2)c1)c1ccc([N+](=O)[O-])o1	?
O=C(Cc1cccn1-c1ccc(Cl)cc1)NC1CCCC1	?
COCc1cnc2c(c1SCC(=O)Nc1ccccc1F)c(=O)n(C)c(=O)n2C	-35.9%
N#Cc1cccc(OCc2nnc(C(=O)N3CCC[C@@H]3c3nc4ccccc4[nH]3)n2-c2ccccc2)c1	6.6%
CCCCCN(C(=O)Cc1c(C)n(CCCCC)c2ccccc12)c1ccc(Oc2cccnc2)c(C)c1	9.4%
Clc1ccc(SCc2cccc3cccnc23)cc1	-9.3%
CC(=O)NC1(C)CN(Cc2ccc(-c3cccc(C(F)(F)F)c3)s2)C1	?
CC(C)n1c(C2CCCN(C(=O)C3CC3)C2)nn(C)c1=O (stereo not drawn)	21.7%
O=C(NCCCN1CCCC1=O)C1CCN(C(=O)N2CC3CC(C2)[C@H]2CCCC(=O)N2C3)CC1 (stereo partly drawn)	7.7%

Other entries.
SMILES	12-LOX inh
CN1CCN([C@H]2[C@@H]3OC[C@@H](O3)[C@@H](NC(=O)Nc3ccc(F)cc3)[C@@H]2O)CC1	16.0%[176 µM]
CN1C(=O)[C@@H]2C[C@@H](CN2Cc2ccc(F)c(F)c2)Oc2ccccc21	0.7%[176 µM]
CCSc1nc2n(n1)C(c1ccncc1)C1=C(CC(C)(C)CC1=O)N2 (stereo not drawn)	4.0%
Cc1ccc2nc(NC3=NC4(CCCC4)C4=C(CCCC4=O)N3)oc2c1	?
Cc1ccc(Cn2ccnc2SCC(=O)Nc2ccccc2F)cc1	-1.7%
O=C(O)CCC(=O)c1ccc(C2CCCCCC2)cc1	0.6%
CC(C)NC(=O)NCc1ccc(C(=O)NC(C)c2ccc(Cl)cc2)cc1 (stereo not drawn)	-11.0%
CC(C)C[C@H](NC(=O)N1CCOCC1)C(=O)N1CCC[C@H]1C(=O)NCc1ccccc1	-3.8%
O=C(NCCOc1ccccc1)c1cnc2n1CCN(Cc1ccccc1O)CC2	38.3%[activator][176 µM]
O=C(/C=C/c1ccc(-c2ccccc2Cl)o1)c1ccc(Cl)cc1	?
CSc1ccc(-c2ccnc3nc(N4CCOCC4)[nH]c(=O)c23)cc1	?
CN(C(=O)Nc1cccc(Cl)c1)C(c1ccc(Cl)cc1)c1nccn1C (stereo not drawn)	?
C/C(=N\NC(=S)Nc1ccccc1)c1ccc(F)cc1	?
O=C(N[C@@H]1CCOC[C@H]1OCCO)C1CCN(Cc2ccco2)CC1	29.4%
CC(CC(=O)N(C)C1CCN(C)CC1)c1ccc(F)cc1 (stereo not drawn)	25.6%
CCC(C)NC(=O)COC(=O)c1nn(-c2ccccc2)cc1OC (stereo not drawn)	-19.7%
COc1ccc(NC(=O)C(CC(C)C)N2Cc3ccccc3C2=O)cc1Cl (stereo not drawn)	4.2%
COc1ccc(C(=O)N2CC[C@H]3NC(=O)N(c4ccc(Oc5ccccc5)cc4)C(=O)[C@H]32)cc1	2.9%
COC(=O)C(C)Sc1nc(C)c2cc(C)ccc2n1 (stereo not drawn)	5.8%
Cc1ccccc1NC(=O)C(C)Sc1ccccc1 (stereo not drawn)	-7.7%
Cn1c(=O)[nH]c(=O)c2c1nc(N1CCN(Cc3ccccc3F)CC1)n2CCc1ccccc1	-59.8%
O=C(Nc1ccn(CCCNC2CCN(Cc3ccccc3)CC2)c(=O)n1)OCc1ccccc1	-26.4%
Cc1ccc2c(=O)cc(C(=O)NCC(c3ccc(C)o3)N3CCC(C)CC3)oc2c1 (stereo not drawn)	0.7%
COc1ccccc1-c1cc2c(ccn2C)c(C(=O)NCc2cccnc2)n1	0.9%[176 µM]
COC(=O)c1ccc(OC(=O)/C=C/c2ccc(Br)o2)cc1	11.2µM*

3 structures already listed, sorted by formula weight, lowest first:
SMILES	12-LOX inh
O=C(/C=C/c1ccc(-c2ccccc2Cl)o1)c1ccc(Cl)cc1	?
CN1CCN([C@H]2[C@@H]3OC[C@@H](O3)[C@@H](NC(=O)Nc3ccc(F)cc3)[C@@H]2O)CC1	16.0%[176 µM]
Cc1ccc2c(=O)cc(C(=O)NCC(c3ccc(C)o3)N3CCC(C)CC3)oc2c1 (stereo not drawn)	0.7%

The results go on.
SMILES	12-LOX inh
Cc1nc(N2CCN(C(=O)c3ccc(C)s3)CC2)cc(C(F)(F)F)n1	18.9%
Cn1c(Sc2cc(-c3ccccc3)c3ccccc3n2)nnc1-c1ccc(F)cc1	4.3%
Cc1ccc2[nH]c(C(=O)OCC(=O)N(c3ccccc3)C(C)C)cc2c1	15.4%
CN(CC1CCOCC1)C(=O)c1ccc(F)c(F)c1	4.1%
Cc1ccc(-c2noc(-c3ccc(Br)cc3)n2)s1	12.6%
C[C@@H](NC(=O)C[C@@H]1c2nc(NC(=O)CC(C)(C)C)sc2C[C@@H]2[C@](C)(CO)[C@H](O)CC[C@]21C)c1ccccc1	-27.2%
O=C(NCc1ccc(Br)cc1)c1n[nH]c2c1CCCC2	28.8%
CCNc1cc(N2CCC(CCC(=O)N3CCOCC3)CC2)ncn1	1.1%
COc1ccccc1C(=O)NCc1ccnc2[nH]ccc12	32.8%[activator][176 µM]
COc1cccc2cc(-c3nnc(SCC(=O)c4ccc(F)cc4)n3C)oc12	-13.7%
CCCC(=O)Nc1ccc2oc(-c3cccc(Cl)c3)nc2c1	?
O=C1c2cc(N3CCOCC3)nc(-c3ccccc3F)c2CN1CC(F)(F)F	14.3%[176 µM]
CN(C)C(=O)CCc1c(-c2ccc(F)cc2)[nH]c2ccccc12	-8.8%
O=C(c1cccc(Cn2cc(C(F)(F)F)cc(Cl)c2=O)c1)N1CCCCC1	49.2%[activator]
COc1cccc(-c2noc(-c3ccc(-c4ccc(O)cc4)nc3)n2)c1OC	11.6%
Nn1c(SC(C(=O)Nc2ccc(F)cc2)c2ccccc2)nnc1-c1ccco1 (stereo not drawn)	?
